Assay outcomes (PubChem BioAssay)
Mtb RmlCD inh = M. tuberculosis RmlC/RmlD coupled enzyme inhibitors, primary screen, biochemical, compound mixtures, 384-well, from 1536-well plates; inhibition, % at 3.6 µM; RmlC+RmlD coupled enzyme assay, percent inhibition; primary screen in compound mixtures; 160,000 tested, 0.03% active; in the data active = inhibition mostly above about 34%, no sharp cut-off; note: some results filed as inactive read as strong as hits
Target sequence (P9WH09 whole entry, looked up): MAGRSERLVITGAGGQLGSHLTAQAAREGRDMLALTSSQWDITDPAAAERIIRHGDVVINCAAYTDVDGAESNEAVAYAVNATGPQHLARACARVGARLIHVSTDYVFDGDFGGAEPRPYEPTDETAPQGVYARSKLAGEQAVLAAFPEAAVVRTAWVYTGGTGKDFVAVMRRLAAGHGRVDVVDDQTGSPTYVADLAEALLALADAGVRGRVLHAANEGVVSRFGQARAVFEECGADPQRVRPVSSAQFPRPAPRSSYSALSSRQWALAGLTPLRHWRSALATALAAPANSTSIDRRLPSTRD
Target sequence (P9WH11 whole entry, looked up): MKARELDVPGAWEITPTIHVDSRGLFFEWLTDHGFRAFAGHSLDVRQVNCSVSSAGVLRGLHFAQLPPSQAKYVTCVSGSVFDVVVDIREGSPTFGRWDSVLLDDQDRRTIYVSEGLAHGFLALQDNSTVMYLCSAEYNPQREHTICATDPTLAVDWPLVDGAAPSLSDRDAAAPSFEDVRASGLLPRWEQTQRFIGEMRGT
GlmU inhibition = inhibition of mycobacterial GlmU enzyme – biochemical, glucosamine-1-phosphate acetyltransferase (AID 1376). M. tuberculosis GlmU acetyltransferase enzyme assay; higher % means a stronger effect. 220,000 tested, 0.25% active. Bifunctional protein GlmU (Mycobacterium tuberculosis (strain ATCC 25618 / H37Rv)). inhibition, %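 (tested at 30 µM in the primary screen)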, or IC50 in µM where a hit was titrated; in the data active = inhibition above about 13%;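 note: 0% = complete reaction with vehicle and 100% = reaction without substrate; strong numbers were not always called active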
The depositor's hits bear a star; x = not tested or not shown.

SMILES	Mtb RmlCD inh	GlmU inhibition
CC12CCC(=O)N1C(C(=O)O)Cc1c2[nH]c2ccccc12 (centres undefined)	14	x
CCN(CC)S(=O)(=O)c1cccc(C(=O)OCC(=O)c2ccc3c(c2)NC(=O)CO3)c1	-7	-4.1%
Cc1cc(C(=O)Nc2nc3c(C)cccc3s2)c(C)o1	7	3.1%
CCOP(=O)(OCC)C(Nc1ccccc1)c1cc(OC)ccc1OC (centres undefined)	x	2.8%
O=C(O)CSCC(=O)Nc1ccc(Br)c(C(F)(F)F)c1	11	16%
CC(C)(C)OC(=O)[C@H]1[C@H](c2ccc([N+](=O)[O-])cc2)C2(C(=O)c3ccccc3C2=O)C2c3ccccc3C=NN21 (some centres undefined)	1	2.7%
O=C(N/N=C/c1ccncc1)c1cc2ccccc2o1	x	2.5%
COc1ccc(S(=O)(=O)NCCC(C)C)cc1OC	x	1.2%
Cc1ccccc1NC(=O)Cc1nnc(SCC(=O)Nc2ccccc2)n1C	x	-3.2%
Cc1cc(C)c(NC(=O)C[N+](C)(C)CC(O)COc2cccc3ccccc23)c(C)c1 (centres undefined)	-7	0.1%
CC(NC(=O)CCn1nc(-c2ccc(Cl)cc2)ccc1=O)c1ccccc1 (centres undefined)	5	-1.7%
CCOc1ccc(C(=O)CCc2nc3ccccc3s2)cc1	x	-6.0%
CC(=O)Nc1cccc(NC(=O)CSc2ccc(C(F)(F)F)cc2[N+](=O)[O-])c1	-2	1.8%
CCNC(=O)C(=O)N/N=C/c1cc([N+](=O)[O-])ccc1O	1	0.0%
CC(CCCC(C)(C)O)NC(=O)c1cc(COc2ccc3ncccc3c2)on1 (centres undefined)	0	-1.2%
CC(C)Cc1nc2oc3c(Cl)ncnc3c2c2c1CCC2	6	-0.2%
CC1=C(C(=O)Nc2ccccc2C)C(c2ccccc2)NC(=O)N1 (centres undefined)	6	9.5%
Cc1cc(Br)cc(C)c1OCC(=O)NNC(=O)CCC(=O)NCc1ccccc1	5	-2.6%
O=[N+]([O-])c1ccc(NCc2ccccc2)c2nonc12	-13	0.7%
O=S(=O)(c1ccc(F)cc1)N1CCN(C(=S)NCc2ccccc2)CC1	-5	3.5%
Cc1cc(N2CCCC2=O)ccc1S(=O)(=O)Nc1c(C)nn(C)c1C	-11	8.1%
Cc1sc2nc(C3CC3)nc(SCC(=O)N3CCc4ccccc4C3)c2c1C	4	2.4%
COc1ccc(C2=NN(C(=S)Nc3ccccc3)C(c3ccccc3)C2)cc1 (centres undefined)	10	-8.6%
O=C(CCSc1nnc(-c2ccc(O)cc2)o1)N1CCOCC1	1	-7.4%
CN(Cc1c(F)cccc1Cl)c1ccc(S(=O)(=O)N2CCOCC2)cn1	x	-3.1%
C=CCNC(=S)Nc1cc(C)ccn1	-13	3.1%
COn1c(SCC(N)=O)nc2ccccc2c1=O	-6	-4.2%
Cc1nn2c(=O)cc(COC(=O)c3ccc(S(=O)(=O)N4CCCCC4)cc3)nc2s1	7	x
O=S(=O)(CCc1ccccc1)N1CCOCC1	-2	-1.0%
CC(=O)NC(NC(=S)Nc1ccc(S(N)(=O)=O)cc1)C(Cl)(Cl)Cl (centres undefined)	1	-4.7%
COc1ccc(CNC(=O)COC(=O)c2cc(-c3cccs3)nc3ccccc23)cc1OC	16	2.6%
O=C(CCn1c(=O)[nH]c2ccccc2c1=O)N1CCN(c2cccc(C(F)(F)F)c2)CC1	20	2.3%
COc1ccc(C2/C=C\CN(C(=O)C3CC3)[C@H](Cc3ccccc3)C(=O)N2Cc2ccc(F)cc2)cc1 (some centres undefined)	x	0.4%
Cc1ccc(S(=O)(=O)N2CCC(C(=O)Nc3nnc(C45CC6CC(CC(C6)C4)C5)s3)CC2)cc1	x	0.1%
Cc1ccc(-n2ncc3c(NNC(=O)c4ccco4)ncnc32)c(C)c1	9	3.6%
COc1ccccc1OCCNC(=O)C(c1ccccc1)c1ccccc1	16	3.2%
Cn1ncc2c(N3CCC(Cc4ccccc4)CC3)ncnc21	-6	-0.2%
CC1Oc2ccccc2N(Cc2ccccc2F)C1=O (centres undefined)	12	-2.9%
Cc1nc(CC(=O)NNS(=O)(=O)c2ccc(F)c(Cl)c2)cs1	-2	-4.2%
NC(=O)CC(NC(=O)Cc1cccc2ccccc12)c1ccc(NCc2ccccn2)c([N+](=O)[O-])c1 (centres undefined)	x	2.5%
Cc1ccc2[nH]c(=O)c(CN(CC3COCCO3)C(=O)Nc3ccccc3C)cc2c1 (centres undefined)	-14	-2.8%
CNS(=O)(=O)c1ccc(N=Cc2c(O)n(-c3ccc(C)cc3)c(=O)[nH]c2=O)cc1	30	1.9%
CC(=O)c1sc(NC(=O)CCCOc2ccc(Cl)cc2)nc1C	2	0.5%
Cc1ccc(NC(=S)NC(=O)/C=C/c2ccc(Cl)cc2)cc1	x	3.8%
COc1ccc(C(=O)OCC(=O)Nc2nc3c(F)c(F)c(F)cc3s2)cc1OC	6	0.2%
COc1ccc(Oc2ccccc2/C=C/C(=O)O)cc1	13	-2.1%
CC(C)COP(=O)(OCC(C)C)C(Nc1ccccc1)c1ccc(F)cc1 (centres undefined)	-4	1.4%
CCCN(CCc1ccccc1)C1CCc2c(O)cccc2C1 (centres undefined)	x	0.2%
CCN(Cc1ccccc1)C1CCN(Cc2ccc(SC)cc2)CC1	2	-0.4%
COc1ccccc1OCc1ccc(C(=O)N2CCN(C)CC2)o1	3	2.2%
COc1ccc(CN2CCCC(C(=O)c3ccc(SC)cc3)C2)cc1Cn1cccn1 (centres undefined)	-10	-2.6%
CNC(=O)Oc1ccc2ncccc2c1	x	0.9%
Cc1c(C(=O)O)sc2nc3n(c(=O)c12)CCC3	8	0.1%
COc1ccc(F)cc1S(=O)(=O)N1CCCN(S(=O)(=O)c2cc(F)ccc2OC)CC1	6	1.4%
Cc1ccccc1-c1nc(CS(=O)(=O)CC(=O)N2CCc3ccccc3C2)c(C)o1	3	6.2%
CN(C)CCNC(=O)COc1cccc(Cl)c1	-1	-0.1%
O=C(c1ccncc1)N1CCN(C2CCC(c3ccccc3)CC2)CC1 (centres undefined)	22	-5.3%
CC1Cn2c(nnc2-c2ccccc2O)S1 (centres undefined)	1	-4.5%
FC(F)(F)c1cccc(NC(=S)NC(c2ccccc2)c2ccccc2)c1	-4	-1.1%
Cc1ccccc1NS(=O)(=O)c1cc(C(=O)NCCSC2CCCCC2)ccc1C	-2	-0.1%

Structural class: the compounds so far with fluorine (twelve)
SMILES	Mtb RmlCD inh	GlmU inhibition
O=C(O)CSCC(=O)Nc1ccc(Br)c(C(F)(F)F)c1	11	16%
CC(=O)Nc1cccc(NC(=O)CSc2ccc(C(F)(F)F)cc2[N+](=O)[O-])c1	-2	1.8%
O=S(=O)(c1ccc(F)cc1)N1CCN(C(=S)NCc2ccccc2)CC1	-5	3.5%
CN(Cc1c(F)cccc1Cl)c1ccc(S(=O)(=O)N2CCOCC2)cn1	x	-3.1%
O=C(CCn1c(=O)[nH]c2ccccc2c1=O)N1CCN(c2cccc(C(F)(F)F)c2)CC1	20	2.3%
COc1ccc(C2/C=C\CN(C(=O)C3CC3)[C@H](Cc3ccccc3)C(=O)N2Cc2ccc(F)cc2)cc1 (some centres undefined)	x	0.4%
CC1Oc2ccccc2N(Cc2ccccc2F)C1=O (centres undefined)	12	-2.9%
Cc1nc(CC(=O)NNS(=O)(=O)c2ccc(F)c(Cl)c2)cs1	-2	-4.2%
COc1ccc(C(=O)OCC(=O)Nc2nc3c(F)c(F)c(F)cc3s2)cc1OC	6	0.2%
CC(C)COP(=O)(OCC(C)C)C(Nc1ccccc1)c1ccc(F)cc1 (centres undefined)	-4	1.4%
COc1ccc(F)cc1S(=O)(=O)N1CCCN(S(=O)(=O)c2cc(F)ccc2OC)CC1	6	1.4%
FC(F)(F)c1cccc(NC(=S)NC(c2ccccc2)c2ccccc2)c1	-4	-1.1%

More entries:
SMILES	Mtb RmlCD inh	GlmU inhibition
COCCN1CCN(Cc2cn(C)nc2-c2ccc(Oc3ccccc3)cc2)CC1	0	-3.2%
COc1ccc(-c2cc(C(F)F)n3ncc(C(=O)N4CCc5ccccc54)c3n2)cc1	39	11%
Cc1nc(SC2CC(=O)N(c3ccc([N+](=O)[O-])cc3)C2=O)nc2c1CCCC2 (centres undefined)	9	0.6%
O=C(CCN1C(=O)c2ccccc2C1=O)Nc1ccccc1C(=O)N1CCOCC1	3	-2.5%
COC(=O)Cc1ccc(NC(=S)Nc2cccc(C)n2)cc1	x	0.0%
CN(C[C@@H](Cc1cccc2ccccc12)N(C[C@H](Cc1ccccc1)N(CCc1ccccc1)N=O)N=O)N=O	x	-4.3%
S=C(NCCSCc1c(Cl)cccc1Cl)Nc1ccccc1	x	-0.8%
O=c1[nH]c2c(Br)cnc([N+](=O)[O-])c2[nH]1	-8	2.0%
CCCOc1ccccc1C(=O)N(Cc1cccs1)C1CCS(=O)(=O)C1 (centres undefined)	x	2.4%
COc1cccc(-c2csc(N3CCN(Cc4ccccc4)CC3)n2)c1	-6	-0.1%
COc1ccc(OC)c(-c2csc(N3CCC(c4ccccc4)CC3)n2)c1	12	0.8%
CC(Oc1ccc(F)cc1)c1ccnc2nc(/N=C/N(C)C)nn12 (centres undefined)	-8	-3.7%
Cc1cc(OC(=O)c2c(Cl)cccc2Cl)nc(C)n1	-5	-3.3%
Cc1cc(NS(=O)(=O)c2ccc(NC(=O)c3cc(-c4cccnc4)nc4ccc(Cl)cc34)cc2)no1	10	1.7%
COc1cc(/C=C2/C(=O)ON=C2C)ccc1OCc1ccccc1F	x	-2.7%
Cn1c(=O)[nH]c(=O)c2c1nc(OC(=O)c1ccccc1)n2CC(O)COc1ccc(F)cc1 (centres undefined)	x	0.7%
COc1ccc2[nH]cc(CCCN3C(=O)c4ccccc4C3=O)c2c1	-8	-5.2%
COc1ccc(CNC(=O)c2csc(Cc3ccccc3)n2)cc1	-2	1.5%
COC(=O)COc1nc(C)c(Br)c(OC)n1	x	2.9%
Cc1ccccc1C(=O)NNC(=O)c1cccc([N+](=O)[O-])c1	-1	1.7%

Exported with two lines to a compound: entries from further up.
Values run as follows: Mtb RmlCD inh | GlmU inhibition
CC(Oc1ccc(F)cc1)c1ccnc2nc(/N=C/N(C)C)nn12 (centres undefined)
    -8 | -3.7%
Cc1cc(OC(=O)c2c(Cl)cccc2Cl)nc(C)n1
    -5 | -3.3%

Remaining list, next part
SMILES	Mtb RmlCD inh	GlmU inhibition
O=C(CNCCc1ccccc1)N1CCc2ccccc2C1	4	-3.2%
CC(=O)c1cccc(NC(=O)CN(c2ccc(C)cc2)S(=O)(=O)c2cccc3nonc23)c1	2	x
CCOC(=O)c1c(NC(=O)CN(CC)CC)sc2c1CCC2	-14	-0.2%
COc1ccc(-n2cccc2/C=C2\C(=N)N3N=C(C(C)C)SC3=NC2=O)cc1	-14	5.8%
COCCNC(=S)Nc1ccc(N2CCCCC2)cc1	5	4.5%
COc1ccccc1/C=C/C(=O)NCC(=O)N/N=C/c1cc(Br)ccc1OC	-7	6.4%
CC(C)c1ccc(N(C(=O)c2csnn2)C(C(=O)NC(C)(C)C)c2ccncc2)cc1 (centres undefined)	x	-6.8%
CN1CCCN(c2ncnc3scc(-c4ccc(F)cc4)c23)CC1	25	7.7%
O=C(C1CCN(S(=O)(=O)c2cccnc2)CC1)N1CCN(c2cccc(Cl)c2)CC1	-5	0.3%
Cc1noc(C)c1COc1ccc(C(=O)OCC(N)=O)cc1	9	3.3%
COc1ccc(-c2noc(CCC(=O)O)n2)cc1	-9	2.6%
Cc1ccc(C(=O)NNC(=O)c2cccc(C)c2)cc1	2	-5.0%
Cc1c(O)ccc2c(=O)c(-c3nncn3-c3ccccc3)coc12	10	-3.0%
Cc1ccc(NC(=O)Nc2cccc(C(F)(F)F)c2)nc1	19	-3.9%
O=C(c1cccc(S(=O)(=O)NCc2ccccc2)c1)N1CCCC1	7	4.0%
COc1ccc(N=Cc2c(O)n(Cc3cccs3)c(=O)[nH]c2=O)cc1	8	2.0%
CCOC(=O)c1c(C)oc2ccc(NS(=O)(=O)c3ccc4c5c(cccc35)C(=O)N4)cc12	4	6.9%
CCCOC(=O)NC(CC)COC(=O)Nc1cc(C)ccc1C (centres undefined)	7	4.2%
CC(C)CCNC(=O)c1ccc(CS(=O)(=O)Cc2ccccc2F)o1	-9	-2.4%
COC(=O)CCc1c(C)c(C(=O)c2ccc(F)cc2)c2ccccn12	-8	0.1%

Structural class, those above containing a tert-butyl group.
SMILES	Mtb RmlCD inh	GlmU inhibition
CC(C)(C)OC(=O)[C@H]1[C@H](c2ccc([N+](=O)[O-])cc2)C2(C(=O)c3ccccc3C2=O)C2c3ccccc3C=NN21 (some centres undefined)	1	2.7%
CC(C)c1ccc(N(C(=O)c2csnn2)C(C(=O)NC(C)(C)C)c2ccncc2)cc1 (centres undefined)	x	-6.8%

Next section:
SMILES	Mtb RmlCD inh	GlmU inhibition
C/C=C/c1cc(OC)c2c(c1)[C@H](C)[C@@H](c1ccc(O)c(OC)c1)O2	x	-1.1%
COc1cc(OC)c2c(c1)S(=O)(=O)C(c1ccccc1)=C2N	-10	-2.0%
O=C(Cn1cc2c(n1)CCCCC2)N1CCc2ccccc2C1	-12	0.7%
Cc1nc2ccc(NS(=O)(=O)c3c(C)c(C)cc(C)c3C)cc2s1	6	1.8%
CCOc1c2ccc(C(=O)NC3CCCc4ccccc43)cc2nn1C (centres undefined)	66	2.7%
Cc1cc(C)c(NC(=O)C2CCCN2C(=O)NC2CCCCC2)c(C)c1 (centres undefined)	x	1.9%
Cc1sc(N)c(C(=O)c2ccccc2Cl)c1C	12	-7.9%
Cc1cccc(C)c1NC1=NC(=S)N(c2ccccc2)C12CCOC(C)(C)C2 (centres undefined)	x	1.9%
Cc1cccc2c1N(CCCOc1ccc(C(C)(C)C)cc1)C(=O)C2=O	8	8.2%
C=CCNC(=O)COC(=O)c1oc2ccccc2c1CSC1CCCCC1	-4	-0.3%
O=C(Nc1ccc2c(c1)nc1n2CCOC1)C1CCCCC1	103	8.6%

Some of the compounds tested, so the mix of outcomes need not match the whole.
